TbREL1 primary: TbREL1 inhibition, primary screen. P86926. TbREL1 RNA ligation, FRET fluorescence. inhibition, % at 9.66 µM. 0.49% of 89,000 active. AID 1117264;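 active = inhibition above the mean inhibition across all screened compounds plus 3 SD, cut at about 11% in these data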;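 note: 0% = plate median of test wells and 100% = NSC42067 control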
Target sequence (P86926 whole entry, looked up): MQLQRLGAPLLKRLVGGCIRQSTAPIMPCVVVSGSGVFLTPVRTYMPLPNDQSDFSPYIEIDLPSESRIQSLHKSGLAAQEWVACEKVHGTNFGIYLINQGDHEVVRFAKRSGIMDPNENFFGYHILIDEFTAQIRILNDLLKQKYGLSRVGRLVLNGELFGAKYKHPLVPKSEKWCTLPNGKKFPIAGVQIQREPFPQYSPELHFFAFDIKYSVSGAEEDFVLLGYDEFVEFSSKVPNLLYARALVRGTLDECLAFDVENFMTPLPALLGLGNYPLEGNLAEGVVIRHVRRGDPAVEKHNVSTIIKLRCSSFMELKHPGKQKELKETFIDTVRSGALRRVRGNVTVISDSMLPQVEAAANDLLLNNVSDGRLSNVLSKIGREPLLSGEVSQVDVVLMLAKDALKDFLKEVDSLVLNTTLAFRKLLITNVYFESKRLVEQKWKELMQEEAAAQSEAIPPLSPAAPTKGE
The depositor's hits bear a star. Some of the compounds tested (hit frequency here may not be typical).

Preview, 7 compounds:
SMILES	TbREL1 primary
COc1ccc(-c2oc(=O)c3cc(OC)c(OC)cc3c2C#C[C@]2(O)CC[C@H]3[C@@H]4CCc5cc(OC)ccc5[C@H]4CC[C@@]32C)cc1	-0.7
CC(=O)Nc1ccc2nc(NC(=O)CS(=O)(=O)c3ccccc3)sc2c1	1.9
COc1ccc(/C=C/c2c(-c3ccc(OC)cc3)oc3ccccc23)cc1	1.1
COc1ncccc1-c1nnn(-c2ccc(Cl)nc2)n1	-1.0
CN(C)CCNC(=O)C(C(=O)c1ccc(F)cc1)n1ccccc1=O (configuration not stated)	2.9
CCOC(=O)c1[nH]c(C)c(C(=O)c2cc(F)ccc2F)c1C	0.7
COc1ccc(-c2c(-c3ccccc3OC)oc3ccccc23)cn1	1.5

All compounds of this part, repeating the preview:
SMILES	TbREL1 primary
COc1ccc(-c2oc(=O)c3cc(OC)c(OC)cc3c2C#C[C@]2(O)CC[C@H]3[C@@H]4CCc5cc(OC)ccc5[C@H]4CC[C@@]32C)cc1	-0.7
CC(=O)Nc1ccc2nc(NC(=O)CS(=O)(=O)c3ccccc3)sc2c1	1.9
COc1ccc(/C=C/c2c(-c3ccc(OC)cc3)oc3ccccc23)cc1	1.1
COc1ncccc1-c1nnn(-c2ccc(Cl)nc2)n1	-1.0
CN(C)CCNC(=O)C(C(=O)c1ccc(F)cc1)n1ccccc1=O (configuration not stated)	2.9
CCOC(=O)c1[nH]c(C)c(C(=O)c2cc(F)ccc2F)c1C	0.7
COc1ccc(-c2c(-c3ccccc3OC)oc3ccccc23)cn1	1.5
CC(=O)Nc1ccc(NC(=O)COC(=O)C2CCCCC2)cc1	-0.3
Cn1c(=NC(=O)C(C)(C)C)sc2cccc(F)c21	-0.3
CCCCn1c(=O)n(C)c(=O)c2c(C(F)(F)F)cc(-c3ccncc3)nc21	7.2
N=c1c(C(=O)NCC2CCCO2)cc2c(=O)n3ccccc3nc2n1Cc1ccccc1 (configuration not stated)	1.8
O=C(O)C1CC(O)CN1c1nc(Cl)ccc1[N+](=O)[O-] (configuration not stated)	2.9
CC(=O)Nc1ccc(C=NNc2ccc([N+](=O)[O-])cn2)cc1	2.7
COC(=O)CN1C(=O)[C@H]2[C@@H](/C=C/c3ccccc3)N3C(=O)CN(Cc4ccccc4)C(=O)[C@@]3(Cc3ccccc3)[C@H]2C1=O	-1.7
O=C(NCc1ccc2c(c1)OCO2)c1ccc2c(c1)S(=O)(=O)c1ccccc1C2=O	1.8
CC(Oc1ccc(Cl)cc1)C(=O)N/N=C/c1ccsc1 (configuration not stated)	1.4
CCOC(=O)[C@H]1[C@H]2COc3ccc(Cl)cc3[C@@H]2N2C(=O)c3cc(Br)ccc3NC(=O)[C@@]12C	1.8
NCCCC[C@H]1CNC(=S)N1CCCCC1CCCCC1	-1.4
O=C(Nc1cccc(F)c1)Nc1nnc([C@@H]2C[C@H](O)[C@@H](CO)O2)s1	5.7
Cc1ccccc1CN1C(=O)c2ccccc2C1c1nnnn1Cc1ccccc1 (configuration not stated)	-1.7
COc1ccc2nc3n(c(=O)c2c1)-c1cc2ccccc2cc1C(=O)NC3Cc1ccc(O)cc1 (configuration not stated)	-1.9
COc1ccc(NC(=O)CN(C)CC(=O)Nc2ccc(C)c(S(=O)(=O)N3CCCCC3)c2)cc1	-5.8
O=C(CSc1cc(Cl)ccc1Cl)Nc1ccc(N2CCOCC2)cc1	0.3
COc1cccc(NC(=O)CN2C(=O)C(c3ccc(C)cc3)=NC23CCCCCC3)c1	-1.1
COc1ccc(C(=O)NCCc2ccc(C(F)(F)F)cc2)cc1S(=O)(=O)N1CCOCC1	3.6
CCN(CC)c1ccc(NC(=O)c2cnc3ccccn3c2=O)c(C)c1	-0.5
COC(=O)C1CCN(C(=O)CSc2nnc(-c3ccncc3)o2)CC1	2.6
COCCN(CCOC)S(=O)(=O)c1ccc(C(=O)Nc2nc(-c3ccncc3)cs2)cc1	-2.0
O=C(O)CCc1ccc(-c2cccs2)n1-c1ccc(C(=O)O)cc1	7.0
COC(=O)c1ccccc1NC(=O)CSc1nc(Nc2ccccc2)nc(N2CCOCC2)n1	-0.5

Reformatted: entries from further up.
TbREL1 primary | SMILES
1.9 | CC(=O)Nc1ccc2nc(NC(=O)CS(=O)(=O)c3ccccc3)sc2c1
1.1 | COc1ccc(/C=C/c2c(-c3ccc(OC)cc3)oc3ccccc23)cc1

Additional records follow:
SMILES	TbREL1 primary
C=CCN1CN(S(=O)(=O)c2cccs2)c2nc3ccccc3nc21	2.2
COc1ccc(C2CC(c3ccccc3C)n3nc(N)nc3N2)cc1 (configuration not stated)	-3.5
COCCNC(=O)c1c(N)[nH]c(C(=O)c2ccc(Br)cc2)c1-c1c(OC)ccc2ccccc12	-0.9
Cc1cc(Br)c(OCc2ccc(C(=O)N/N=C/c3ccc[nH]3)cc2)c(Br)c1	-2.1
COc1ccc(CCN2C(=O)CC(C(N)=O)SC2=Nc2ccc(F)cc2)cc1OC (configuration not stated)	-1.5
Cc1ccc(CN2CC(C(=O)Nc3ccc(F)c([N+](=O)[O-])c3)CC2=O)cc1 (configuration not stated)	-0.1
CS(=O)(=O)N(Cc1ccccc1)c1ccc(C(=O)NN=C2CCCCCC2)cc1	0.7
COC(=O)C1Cc2c([nH]c3ccccc23)C(C)N1 (configuration not stated)	-4.7
Cc1cccc(NC(=S)NN2CCN(C)CC2)c1	-2.5
C[C@@H]1CCCN1c1cccc2c1S(=O)(=O)N(C1CC1)CCCO2	5.4
COC(=O)[C@]12C[C@H](CC(=O)NCc3cccs3)C(=O)N(Cc3ccccc3)C1=C[C@H](COCc1ccccc1)O[C@@H]2C	2.4
Cc1ccc2c(c1)N(CCCC(=O)N(C)Cc1ccc(F)cc1)C(=O)CO2	-2.5
C/C(=N\N1CCN(c2ccccc2)CC1)c1ccco1	-6.7
CCCCN1C(=O)/C(=C(/C#N)C(=O)N2CCCC2)c2ccccc21	3.3
O=C(CP(=O)(c1ccccc1)c1ccccc1)Nn1cnnc1	1.1
CCN(CC)c1ccc(S(=O)(=O)N2CCOCC2)cc1NC(=O)CN1CCN(Cc2ccccc2)CC1	2.0
COC(=O)c1cc(Cl)c(NC(=O)c2cc(OC)c(OC)c(OC)c2)cc1OC	-1.1
CN1CCc2cc3c(c4c2C1CC41CCC(=NO)CC1)OCO3 (configuration not stated)	3.9
Cc1cc(Br)c(NC(=O)C(C)Sc2nnnn2C)c(Br)c1 (configuration not stated)	0.8
CCC(CO)Nc1ccn2nc(-c3ccccc3)cc2n1 (configuration not stated)	2.4
Cc1cc(Cn2nnc3ccccc32)c(O)c(C(C)(C)C)c1	1.4
O=C1OCCN1C(=O)[C@H]1[C@H](c2ccc(F)cc2)C(c2cccc(Cl)c2)=NN1c1ccc(Br)cc1	1.1
Cc1cc2sc(NC(=O)c3ccco3)nc2cc1Cl	3.1
CCCCNC(=S)NNC(=O)c1ccncc1	-4.8
CCOC(=O)Cn1cnc(-c2ccc([N+](=O)[O-])cc2)c1	3.6
CCOC(=O)[C@]12CCC=C1N(CCC1=CCCCC1)C(=O)[C@H](CC(=O)N1CCOCC1)C2	-7.7
CN(C(=O)Nc1cnccc1C(F)(F)F)C1CCCCC1	0.3
Cc1c(O)c2c3c(cccc3c1O)C(=O)N(c1ccccc1)C2=O	-4.2
CCN(CC)S(=O)(=O)c1ccc2c(c1)nc(SCc1nc3ccsc3c(=O)[nH]1)n2CC	-0.7
O=S1(=O)CC(O)C(N2CCC(c3ccccc3)CC2)C1 (configuration not stated)	-3.4

Overlap with the part before: two compounds, followed by the next part.
SMILES	TbREL1 primary
CCN(CC)S(=O)(=O)c1ccc2c(c1)nc(SCc1nc3ccsc3c(=O)[nH]1)n2CC	-0.7
O=S1(=O)CC(O)C(N2CCC(c3ccccc3)CC2)C1 (configuration not stated)	-3.4
O=C(COC(=O)c1ccc(S(=O)(=O)NCc2ccco2)cc1)Nc1ccccc1OC(F)F	-1.2
O=S1(=O)c2ccc(N3CCC[C@@H]3CO)cc2O[C@@H]2CCN1C2	-0.4
CCOc1ccc2c(c1)nc(SCC(=O)c1cccs1)n2C	-0.3
O=C(NC(=S)Nc1ccc(S(=O)(=O)Nc2nccs2)cc1)c1ccccc1	2.3
O=C1CC(C(=O)Nc2ncccn2)C(c2ccccc2)O1 (configuration not stated)	0.5
O=C1c2ccccc2C(=O)N1CCOc1ccc(F)cc1	-0.2
O=c1[nH]c(=O)n(Cc2ccco2)c2c1C(C(F)(F)F)(C(F)(F)F)N=C(c1ccco1)N2	-2.0
Cc1ccc(-c2noc(C3CCCN(S(=O)(=O)c4ccc5ccccc5c4)C3)n2)o1 (configuration not stated)	0.8
CN(C)S(=O)(=O)c1cccc(C(=O)NCCc2ccccc2)c1	0.2
Cc1nc(-c2noc(-c3ccc(Cl)cc3)n2)c(C(F)(F)F)o1	3.0
O=S(=O)(Nc1cccnc1Cl)c1ccc(-c2ccccc2)cc1	1.7
Cc1cc(-c2c(C)[nH]n(-c3ccc(Cl)cc3)c2=O)n[nH]1	-6.4
CN(Cc1ccccc1)C(=O)C(=O)c1cn(CC(=O)N2CCCC2)c2ccccc12	0.3
CCn1c(CSc2nnc(-c3ccncc3)n2C)nc2cc(C(=O)O)ccc21	-2.9
N#CC(Sc1ccccn1)c1ccc(Cl)cc1Cl (configuration not stated)	4.1
COc1ccccc1/C=C/C(=O)Nc1ccc2c(c1)OCCO2	1.1
COC(C[C@H](O)C[C@@H](O)[C@H](C)OCc1ccccc1)OC	2.5
COc1ccc(Cl)cc1S(=O)(=O)NCc1cccs1	-0.4
Cc1cc(C)cc(NC(=O)COC(=O)CCC2CCCC2)c1	5.5
CCOC(=O)c1c(P(=O)(N2CCOCC2)N2CCOCC2)noc1N	-0.5
CCOc1ccc(C(=O)Nc2c3c(nn2-c2cccc(Cl)c2)CS(=O)C3)cc1 (configuration not stated)	-3.5
CCCN(C)C1CN(Cc2cn(CCCC(=O)OC)nn2)S(=O)(=O)C1 (configuration not stated)	1.7
Cc1ccc(-c2nnc3n2CCCCC3)cc1	3.8
COc1ccc(N(CC(=O)NC2CCCCC2)C(=O)CCC(=O)Nc2nc(C)cs2)cc1OC	-1.7
Cc1ccc(Nc2c(-c3ccc(C)o3)nc3ncccn23)cc1	-0.6
CCOc1nc(N2CCCCC2)nc(-n2cc(-c3ccccc3)nn2)n1	5.2
COc1ccc(N=C2S/C(=C\c3ccc(C)s3)C(=O)N2CC(C)C)cc1	0.7
O=C(CNC(=O)c1ccco1)NCC(=O)OCc1ccc(Cl)cc1	-0.4
COc1ccc(OCC(=O)N/N=C(\C)c2cccs2)cc1	0.8
Cc1ccc(-n2ncc3c2CCCC3NC(=O)c2ocnc2C)cc1C (configuration not stated)	-1.3
CCOC(=O)c1c(C)n(C)c2ccc(OC(=O)c3ccoc3)cc12	-0.9
CC1Cc2ccccc2C(=O)N1 (configuration not stated)	3.2
CNC(=S)N1N=C(c2ccc(OC)cc2)CC1c1ccc(N(C)C)cc1 (configuration not stated)	-3.1
CC(=O)NCC1(c2ccccc2)CCN(CC2COc3ccccc3O2)CC1 (configuration not stated)	-2.5
Cc1ccc(C(=O)N/N=C/c2ccc(-c3ccc(Br)cc3[N+](=O)[O-])o2)o1	-2.5
COc1ccc(Cl)cc1C(=O)Nc1ccccc1N1CCN(C)CC1	-4.2
Cn1cnnc1SCC(=O)Nc1ccc2nc(SCc3ccccc3Cl)sc2c1	4.0
CCc1nc2ccccc2c(C(=O)OCC(=O)NC(=O)c2cccn2C)c1C	-1.6
CC1c2cccn2CCN1S(=O)(=O)c1ccc(F)cc1 (configuration not stated)	-1.4
CCC1(c2ccc(F)cc2)NC(=O)N(CC(=O)Nc2cc(C)on2)C1=O (configuration not stated)	-3.9
CC(C)(CC(=O)O)Cc1nc(-c2ccc(Cl)cc2)no1	8.6
COc1ccc(CCNC(C)=O)cc1	1.3
CC1(C)CC2(CC(C)(C)N1)OC(=O)N1CCc3ccccc3C12C (configuration not stated)	0.8
CC(NC(=O)COC(=O)C1CCN(c2ccc(C(F)(F)F)cn2)CC1)c1ccc(Br)cc1 (configuration not stated)	1.7
Cc1ccc(NC(=O)C(NCc2ccccn2)c2ccccc2)cc1 (configuration not stated)	9.8
CCn1c(C)nc2cc(C#N)ccc21	1.7
Cc1ccc(CNC(=O)c2ccc(N3CCc4ccccc43)c([N+](=O)[O-])c2)cc1	1.9
Cc1ccc(NC(=S)N2CCC(NC(=O)c3ccco3)CC2)cc1C	-2.8
CC1(C)SC(=S)N(/N=C/c2ccccc2O)C1N(O)C(=O)Nc1ccccc1 (configuration not stated)	3.0
CN(CC(=O)NC(=O)NCc1ccccc1)Cc1ccc(Cl)c(Cl)c1	2.2
The list goes on.
SMILES	TbREL1 primary
C=CCNc1nc(-c2c(C)nc3sccn23)cs1	-4.1
C[C@@H]1CC=C[C@H]2[C@H]1C(=O)N(Cc1ccccc1)[C@H]2c1ccoc1	4.0
O=C(CSc1ccc(Cl)cc1)Nc1ccc(C2SCCS2)cc1	-1.1
O=c1c2ccc(F)cc2nc2sc(Nc3ccc4c(c3)CCC4)nn12	2.3
O=C1Cc2ccccc2C(=O)N1CCc1ccccc1	1.7
Cc1cccc(C)c1NC(=O)COC(=O)c1ccc2[nH]c3c(c2c1)CCCC3	-4.7
CC(NC(=O)c1cc2ccc(C(F)(F)F)cc2nc1N)c1cccc2ccccc12 (configuration not stated)	6.8
O=C(Oc1ccc(Br)cc1C(=S)N1CCCC1)c1ccccc1F	-1.9
NC(=O)c1ccc(NC(=O)COC(=O)CNC(=O)c2sc3ccccc3c2Cl)cc1	0.8
N/C(CCCN1CCCCC1)=N/O	-0.4
CCOc1ccc(S(=O)(=O)N2CCOCC2)cc1NC(=O)CN1C(=O)NC(CC)(c2ccccc2)C1=O (configuration not stated)	-3.7
Cc1cc(S(=O)(=O)N(Cc2ccccc2F)C2CC2)ccc1-n1cnnn1	-1.9

Screens from PubChem BioAssay.
